Compound activity as filed in PubChem.
MEP2 TOR yeast: modulators of TOR pathway MEP2-GFP in S. cerevisiae. 330,000 tested, 0.51% active. AID 2016. GFP response vs DMSO, % at 10 µM. S. cerevisiae MEP2-GFP strain, flow cytometry GFP, 3 h; 100% = DMSO control level;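 active = GFP response versus DMSO above a set limit, roughly screen mean plus 3 SD, cut at about 180% in these data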;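 also: median GFP fluorescence of the barcode-gated MEP2-GFP cells per well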
RPL19A-GFP yeast: yeast TOR pathway RPL19A-GFP modulation; AID 2025; percent response vs DMSO, % at 10 µM; S. cerevisiae RPL19A-GFP strain, flow cytometry, 3 h; hits give low values; 330,000 tested, 0.3% active;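 active = percent response vs DMSO below 50%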;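 also: median channel GFP fluorescence of the barcoded RPL19A-GFP strain; ratio of sample median GFP to plate DMSO average so 100% = DMSO; lower means less RPL19A-GFP as with rapamycin TOR inhibition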
proCasp3 act: procaspase-3 (human) activation; AID 463141; 330,000 tested, 0.11% active; P42574; recombinant procaspase-3 D3A, Ac-DEVD-pNA absorbance 405 nm; activation, % at 8.5 µM;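 active = activation above the mean of all tested compounds plus 3 SD, cut at about 21% in these data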;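 also: 0% = DMSO alone and 100% = DMSO wells spiked with extra 5 µM PC-3 D3A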
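Test system: Procaspase-3 D3A mutant; medium: Zinc-free HEPES/NaCl buffer with 0.01% Triton X-100 at pH 7.4; reagent: DEVD-pNA substrate; doses: one concentration, 8.5 µM nominal, 0.8% DMSO; times: 1 h preincubation plus 2 h reaction at 25 °C; signal: Epi-absorbance at 405 nm of released p-nitroaniline, 0 and 120 min; replicates: singlicate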
LAP4-GFP MLPCN: yeast TOR pathway LAP4-GFP modulation. S. cerevisiae LAP4-GFP multiplex, flow cytometry GFP, 3 h; median GFP as percent of DMSO wells. GFP response vs DMSO, % at 10 µM. 320,000 tested, 0.34% active;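 active = GFP response vs DMSO above a set limit, about the screen mean plus 3 SD, cut at about 150% in these data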
CIT2-GFP yeast: modulators of TOR pathway CIT2-GFP in S. cerevisiae; S. cerevisiae CIT2-GFP strain, flow cytometry, 3 h; 100 means same as DMSO wells; 320,000 tested, 0.065% active; AID 2029; GFP response vs DMSO, % at 10 µM;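 active = GFP response relative to DMSO above a set limit, near the screen mean plus 3 SD, cut at about 150% in these data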;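 also: ratio of well median GFP fluorescence to mean of DMSO wells on the plate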
AGP1-GFP MLPCN: yeast TOR pathway AGP1-GFP modulation; GFP response vs DMSO, % at 10 µM; S. cerevisiae AGP1-GFP multiplex flow cytometry, 3 h; GFP as percent of DMSO wells; 320,000 tested, 0.02% active; AID 2066;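 active = GFP response relative to DMSO above a set limit, near screen average plus 3 SD, cut at about 150% in these data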;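 also: median GFP channel fluorescence of the gated AGP1 strain per well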
AHR act: activates the human aryl hydrocarbon receptor; 320,000 tested, 2.5% active; AID 2796; P35869; activation, % at 5 µM; AHR-responsive luciferase reporter cells, luminescence; in the data active = activation above about 47%;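 also: 0% = vehicle wells and 100% = reference agonist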
Target sequence (P35869 whole entry, looked up): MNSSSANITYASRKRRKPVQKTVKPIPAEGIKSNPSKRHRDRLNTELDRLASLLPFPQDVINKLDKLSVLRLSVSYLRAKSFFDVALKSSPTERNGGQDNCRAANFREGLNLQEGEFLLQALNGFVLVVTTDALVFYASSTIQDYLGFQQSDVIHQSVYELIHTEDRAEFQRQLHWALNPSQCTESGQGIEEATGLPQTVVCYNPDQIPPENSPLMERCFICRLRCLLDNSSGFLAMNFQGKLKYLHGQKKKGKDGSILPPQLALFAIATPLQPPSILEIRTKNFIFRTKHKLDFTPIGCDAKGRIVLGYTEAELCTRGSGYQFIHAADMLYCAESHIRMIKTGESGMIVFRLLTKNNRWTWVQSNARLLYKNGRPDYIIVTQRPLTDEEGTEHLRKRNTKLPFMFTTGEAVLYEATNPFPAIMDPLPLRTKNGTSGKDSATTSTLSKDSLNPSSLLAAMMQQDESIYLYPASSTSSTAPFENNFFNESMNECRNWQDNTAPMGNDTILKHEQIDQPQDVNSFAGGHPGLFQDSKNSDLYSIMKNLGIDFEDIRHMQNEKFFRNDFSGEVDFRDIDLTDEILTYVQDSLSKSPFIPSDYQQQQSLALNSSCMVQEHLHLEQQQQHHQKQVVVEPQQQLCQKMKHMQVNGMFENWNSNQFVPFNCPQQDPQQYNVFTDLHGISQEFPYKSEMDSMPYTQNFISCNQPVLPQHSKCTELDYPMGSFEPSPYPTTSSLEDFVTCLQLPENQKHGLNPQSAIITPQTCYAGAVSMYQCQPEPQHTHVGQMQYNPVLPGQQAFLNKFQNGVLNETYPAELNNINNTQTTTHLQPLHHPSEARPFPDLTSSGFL
procasp7 counter: counter-screen: procaspase-7 (human) activation; recombinant procaspase-7, Ac-DEVD-pNA absorbance 405 nm; D23A/D198A/D206A triple mutant, cannot self-cleave; scale: DMSO 0, 5 µM enzyme 100; activation, % at 8.5 µM; AID 463210; P55210; 330,000 tested, 0.093% active;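 active = percent activation above the screen-wide mean plus 3 SD, cut at about 25% in these data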
Target sequence (P55210 whole entry D23A/D198A/D206A): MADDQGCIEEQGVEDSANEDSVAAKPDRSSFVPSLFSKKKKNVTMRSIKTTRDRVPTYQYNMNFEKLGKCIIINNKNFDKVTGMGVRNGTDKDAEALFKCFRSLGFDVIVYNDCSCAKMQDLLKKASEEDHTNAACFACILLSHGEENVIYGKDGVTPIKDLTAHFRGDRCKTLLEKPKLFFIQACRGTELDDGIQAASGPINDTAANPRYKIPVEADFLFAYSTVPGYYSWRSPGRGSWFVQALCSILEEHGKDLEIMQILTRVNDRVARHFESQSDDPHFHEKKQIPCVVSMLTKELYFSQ
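Assay system – Uncleavable procaspase-7 mutant enzyme · Quantity – 2 µM procaspase-7 mutant as dispensed · Times – 1 h preincubation, 2 h reaction · Dosing – single nominal 8.5 µM compound dose, 0.8% DMSO final · Buffer or medium – Zinc-free 50 mM HEPES buffer, pH 7.4, with NaCl and Triton X-100 · Detection – Epi-absorbance of released pNA at 405 nm, two timepoints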
Numbers without * were called inactive; / = not tested or not shown.

SMILES	MEP2 TOR yeast	RPL19A-GFP yeast	proCasp3 act	LAP4-GFP MLPCN	CIT2-GFP yeast	AGP1-GFP MLPCN	AHR act	procasp7 counter
Cc1ccc(CS(=O)(=O)CCC(=O)NCc2ccccc2Cl)cc1	99	97	3	95	103	98	2	0
Cc1ccc2c(c1)NC(C(C)(C)C)CO2 (stereo unspecified)	118	103	-2	95	104	96	5	5
CCOc1nc(N2CCOCC2)nc(C)c1[N+](=O)[O-]	103	103	2	94	100	100	2	3
Cc1cc(NS(=O)(=O)c2ccc(NC(=O)C(C(C)C)N3C(=O)c4ccccc4C3=O)cc2)nc(C)n1 (stereo unspecified)	99	97	-1	101	105	104	-3	5
CCOc1ccccc1NC(=O)Nc1ccc(Br)cn1	125	107	8	109	106	106	16	1
Cc1ccc(/C=N/N=C/c2ccc(C)cc2)cc1	104	104	10	90	104	100	-2	2
O=c1cc(CSc2nnc(-c3ccccc3)o2)c2ccccc2[nH]1	105	86	-1	105	108	112	0	-8
CC(C)C1S/C(=N/N=C/c2ccco2)NC1=O (stereo unspecified)	101	99	-14	113	89	98	0	-17
COc1ccc(C(=O)Nc2c(C(C)(C)C)nn(C)c2C(C)(C)C)cc1	105	101	0	109	101	107	-1	7
OCCN(CC#CCn1c2ccccc2c2ccccc21)CCO	93	96	4	98	92	101	4	2
CNc1nc(Cl)c(SC)c(NCc2cccc(OC)c2)n1	104	103	1	98	99	99	5	-3
COc1cccc(CNc2cc(C)ccn2)c1O	98	102	-5	86	98	99	3	-3
Cc1ccc(S(=O)(=O)N2CCC(C(=O)NCCCN3CCCC3=O)CC2)cc1C	105	107	-6	104	103	98	2	5
COc1ccc(-c2nnc(NC(=O)c3ccc(S(=O)(=O)N4COCC4(C)C)cc3)o2)cc1	111	98	9	98	97	101	4	-7
Cc1ccc(CNC(=O)CN(C)S(=O)(=O)c2cccc3cccnc23)cc1	117	94	5	108	92	100	0	-5
Cc1cc2ncn(C(=O)N3CCCCCC3)c2cc1C	105	96	2	93	82	94	3	-2
CCC1CN(C(=O)NCc2ccccc2)c2cc(Cl)ccc2O1 (stereo unspecified)	107	105	/	104	94	98	/	/
O=C(N/N=C/c1ccncc1)c1cccc([N+](=O)[O-])c1	117	116	0	95	109	107	44	6
O=C1CSC(c2cn(-c3ccccc3)nc2-c2cccs2)N1CC1CCCO1 (stereo unspecified)	102	90	3	94	99	91	2	8
CCOc1ccc(C(=O)Nc2c3c(nn2-c2cccc(C)c2C)CS(=O)C3)cc1 (stereo unspecified)	108	101	1	99	105	101	5	14
CC1CC(C)CN(C(=O)Cn2c(=O)n(CCCCC(=O)NC3CCCC3)c(=O)c3ccccc32)C1 (stereo unspecified)	98	98	-5	98	96	97	4	-6
O=C(Nc1cccnc1Cl)c1ccc(Cl)cc1	100	105	4	84	119	109	7	12
COc1ccc(CC(=O)N(Cc2cc3cc(OC)ccc3[nH]c2=O)C(C)C)cc1	102	103	7	101	104	104	4	8
CN(Cc1cccnc1)Cc1cn(Cc2ccccc2)nc1-c1ccc2c(c1)OCO2	104	98	-9	92	104	95	2	4
CCN(CC)C(=O)Cn1cc(S(=O)(=O)CC(=O)Nc2ccc3c(c2)OCCO3)c2ccccc21	96	97	5	91	94	98	10	7

Five entries drawn at random from those above:
SMILES	MEP2 TOR yeast	RPL19A-GFP yeast	proCasp3 act	LAP4-GFP MLPCN	CIT2-GFP yeast	AGP1-GFP MLPCN	AHR act	procasp7 counter
O=C1CSC(c2cn(-c3ccccc3)nc2-c2cccs2)N1CC1CCCO1 (stereo unspecified)	102	90	3	94	99	91	2	8
Cc1ccc(/C=N/N=C/c2ccc(C)cc2)cc1	104	104	10	90	104	100	-2	2
O=c1cc(CSc2nnc(-c3ccccc3)o2)c2ccccc2[nH]1	105	86	-1	105	108	112	0	-8
O=C(Nc1cccnc1Cl)c1ccc(Cl)cc1	100	105	4	84	119	109	7	12
COc1ccc(-c2nnc(NC(=O)c3ccc(S(=O)(=O)N4COCC4(C)C)cc3)o2)cc1	111	98	9	98	97	101	4	-7

Later entries.
SMILES	MEP2 TOR yeast	RPL19A-GFP yeast	proCasp3 act	LAP4-GFP MLPCN	CIT2-GFP yeast	AGP1-GFP MLPCN	AHR act	procasp7 counter
C=C(C)c1ccc(C(C)(C)NC(=O)NCc2ccco2)cc1	100	101	2	109	102	103	4	13
Cc1oc(=O)c(NC(=O)c2ccccc2)cc1C(N)=O	103	101	4	110	108	109	22	-8
CCOc1ccc(OCC(=O)OCC(=O)N(CC(C)C)c2c(N)n(Cc3ccccc3)c(=O)[nH]c2=O)cc1	101	100	7	105	103	108	0	1
CCc1cccc(CC)c1NC(=O)CSc1nc2ccc(N3C(=O)C4C(C3=O)[C@H]3C=C[C@@H]4C3)cc2s1 (stereo partly specified)	95	99	-4	98	92	100	17	2
CCCC(=O)c1cc2c(cc1NC(=O)CC)OCCO2	107	108	3	103	103	103	11	6
N#C/C(=C/Nc1ccccc1)c1ccsc1	106	103	-2	109	104	86	7	8
COc1ccc(C2=NNC(c3cccnc3)=Nc3ccc(OC)cc32)cc1	90	97	2	109	94	93	7	0
COc1ccc(-c2ocnc2C(=O)Nc2ccc3c(c2)CCC3)cc1	112	104	8	107	102	103	5	3
COc1ccc(N2C(=O)CC(S/C(N)=N/N=C/c3ccnc4ccccc34)C2=O)cc1 (stereo unspecified)	122	93	-3	112	89	94	2	-1
Nc1cccnc1Oc1ccccc1F	92	91	-5	98	90	94	1	5
O=C(c1ccco1)N1CCN(Cc2nc3ccc([N+](=O)[O-])cc3c(=O)n2-c2ccccc2F)CC1	107	105	-7	100	102	103	21	-1
COc1cc(OC)cc(C(=O)Nc2ncc3c(n2)CC(C)(C)CC3=O)c1	96	90	-2	88	89	87	5	0
CC(C)(O)C#Cc1ccc(CN2CCN(Cc3ccccc3)C(CCO)C2)s1 (stereo unspecified)	97	95	3	103	98	104	2	9
Cc1cc(C)n(-c2cc(Cl)cc(Cl)c2)c(=O)c1C#N	109	107	1	98	107	108	1	8
O=C(CN1C(=O)c2cccc3cccc1c23)Nc1ccc(S(=O)(=O)N2CCOCC2)cc1	93	93	-8	91	90	90	3	6
Cc1ccc2[nH]c3c(=O)n(CCC4=CCCCC4)cnc3c2c1	110	95	7	106	101	96	2	2
Cc1cc(C)cc(NC(=O)c2cccc(NC(=O)C3C4CC5OC(=O)C3C5C4)c2)c1 (stereo unspecified)	109	105	5	99	105	103	3	-4
O=C(/C(=C(\[O-])c1ccccc1)[n+]1ccc2ccccc2c1)c1ccc([N+](=O)[O-])cc1	99	102	6	95	97	100	5	5
COCCNC(=O)/C(C#N)=C/c1ccc(SC)cc1	101	94	3	106	93	102	8	-1
O=C(CS(=O)(=O)c1ccccc1)Nc1nnc(Cc2ccccc2)s1	109	112	-6	89	/	102	-2	-3
CCOC(=O)Cc1[nH]nc2c1C(Cc1ccccc1)C(C#N)=C(N)O2 (stereo unspecified)	82	87	5	93	90	87	9	0
COc1cc2c(O)c3c(c(-c4ccc5c(c4)OCO5)c2cc1OC)C(=O)OC3	99	93	-3	89	91	92	1	-8
CC(C)C(=O)Nc1nnn(C)n1	107	100	10	105	107	101	6	-11
CCOc1ccc(NC(=O)NC(=O)N(C(C)C)S(C)(=O)=O)cc1	101	98	3	105	109	109	-2	8
COc1ccccc1NC(=O)c1ccc(-c2ccccc2F)o1	98	99	5	103	94	99	45	1

Record cards, as listed above. Order of values: MEP2 TOR yeast, RPL19A-GFP yeast, proCasp3 act, LAP4-GFP MLPCN, CIT2-GFP yeast, AGP1-GFP MLPCN, AHR act, procasp7 counter
COc1ccc(N2C(=O)CC(S/C(N)=N/N=C/c3ccnc4ccccc34)C2=O)cc1 (stereo unspecified) is listed with 122, 93, -3, 112, 89, 94, 2, -1
COc1cc(OC)cc(C(=O)Nc2ncc3c(n2)CC(C)(C)CC3=O)c1 is listed with 96, 90, -2, 88, 89, 87, 5, 0

(cont.)
SMILES	MEP2 TOR yeast	RPL19A-GFP yeast	proCasp3 act	LAP4-GFP MLPCN	CIT2-GFP yeast	AGP1-GFP MLPCN	AHR act	procasp7 counter
Cc1cc(S(=O)(=O)NCc2ccc(N3CCN(C)CC3)cc2)c(C)s1	98	95	6	100	89	95	3	6
C/C(CC(=O)Nc1cc(C)ccn1)=N\NC(=O)c1ccc(C(C)(C)C)cc1	112	104	4	98	107	101	2	5
CCCCc1cc(=O)oc2cc(OCC(=O)N3C[C@H]4C[C@@H](C3)c3cccc(=O)n3C4)ccc12	102	98	1	104	98	101	-1	8
CC1CCC(=O)N(CCC#N)CC1 (stereo unspecified)	95	102	3	125	102	90	-2	-2
CSCCC(NS(=O)(=O)c1ccc(C)cc1)C(=O)N1CCCCCCC1 (stereo unspecified)	100	97	0	103	88	98	0	0
Nc1c(-c2nn[nH]n2)cnn1-c1cc(Cl)cc(Cl)c1	98	96	6	104	93	105	1	9
c1ccc(-c2cnc(CN3CCN(c4ccccc4)CC3)o2)cc1	106	108	4	100	114	107	0	-3
CCN(CC)C(=O)COC(=O)c1ccc(O)cc1	101	102	4	106	107	105	0	0
COc1ccc(CNC(=O)N2CCN(c3cccc(C)c3C)CC2)cc1OC	104	99	-2	84	88	94	-4	4
COc1ccc(Cc2nnc(Nc3ccc(Cl)cc3)[nH]c2=O)cc1	93	96	2	103	100	99	6	-6
O=C1NC(=O)N(c2ccccc2)C1=O	106	106	1	100	110	111	3	-4
CCNCCC(CCC(C)C)c1ccc2c(c1)OCO2 (stereo unspecified)	94	95	3	94	90	94	-1	9
COc1ccc(OCC(=O)N2CCCC(CO)(CCOc3ccccc3)C2)cc1 (stereo unspecified)	109	101	3	98	101	101	5	-1
CN(C(=O)COC(=O)c1ccccc1C(=O)N1CCN(c2ccccc2)CC1)c1ccccc1	103	92	-7	95	97	90	12	11
Nn1c(SCC(=O)Nc2ccccc2Br)nnc1-c1ccco1	121	108	-2	105	116	110	6	0
Cc1ccc(CCNC(=O)C2CC(=O)N(C3CCCCC3)C2)cc1 (stereo unspecified)	100	104	-3	94	95	100	0	2
CC(C)(C)OC(=O)n1cc(CCO)c2ccccc21	86	95	7	118	93	95	-1	3
Cn1c(-c2ccccc2)cnc1SCC(=O)N1CCCc2ccccc21	93	100	1	94	111	99	-3	-5
Cn1c(CCNC(=O)c2ccco2)nc2cc(NC(=O)c3ccccc3Cl)ccc21	100	102	5	94	101	98	-3	-1
CC1=CC(C)(C)Nc2ccc(OC(=O)CN3C(=O)c4ccccc4C3=O)cc21	102	102	-15	87	92	89	-2	-16
OCC1(CC2CCCCO2)CCN(Cc2nc3ccccc3[nH]2)CC1 (stereo unspecified)	93	96	6	87	90	90	10	1
COC(=O)CN(c1nc(C)cc(OC)n1)S(=O)(=O)c1ccc(C)cc1	105	96	-9	97	101	101	2	-9
Cc1cccc(-c2nnc(SCC3CNC(=O)O3)n2-c2ccc(Cl)cc2)c1 (stereo unspecified)	103	98	-2	100	98	98	-2	6
CCCn1nnc(NC(=S)NC(=O)/C=C/c2ccco2)n1	99	104	-23	94	96	96	8	-24
Cc1cnnn1-c1ccc(C(=O)CCl)cc1	105	99	-3	99	95	109	14	-14
O=C(CSCc1ccc([N+](=O)[O-])cc1)Nc1cccc(C(=O)Nc2ccccc2C(=O)O)c1	101	98	-1	101	102	102	0	12
COc1ccc(C(=S)N2CCOCC2)cc1OC(=O)c1cccc([N+](=O)[O-])c1	115	114	12	101	102	108	0	4
O=C(CSc1ccc(-c2ccco2)nn1)Nc1ccc(F)cc1F	109	96	-15	110	109	108	5	-10
